Screening data: PubChem BioAssay, several laboratories
Dynein cargo inh: blocks dynein driven cargo transport along microtubules | 3617.4 mouse cells, GR-EGFP nuclear translocation imaging; test concentration mostly 20 µM; stimulated with dexamethasone, 1 µM; stronger effect = lower value | actives 0.47% (n = 220,000) | z-score, hits read low;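 active = plate z-score of nuclear minus cytoplasmic receptor signal below a set negative limit, without overly bright fluorescence or cell loss, cut at about -3.5 in these data, passing the limit was not always enough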;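 also: z-score of nuclear minus cytoplasmic ring GR-EGFP intensity difference per well; some compounds called inactive have numbers as strong as hits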
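Buffer or medium: tet-free medium with charcoal-stripped serum / Also added: dexamethasone agonist, 1.0 µM final, for 30 min / Timing: induction 48 h, compound 1 h, agonist 30 min / Measured by: high-content fluorescence imaging after fixation / Read-out: nuclear-to-cytoplasmic GR-EGFP distribution per well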
WT yeast gro inh: growth inhibition of WT yeast, mitochondrial fusion screen; actives 2.1% (n = 190,000); mitochondrial fusion phenotypic screen, WT strain; inhibition, % at 10 µM; in the data active = inhibition above about 58%; tested in S. cerevisiae
PMI inhibition: MPI inhibition at elevated mannose 6-phosphate – biochemical, fluorescence intensity, high mannose 6-phosphate, primary screen (AID 1220). actives 0.66% (n = 190,000). inhibition, % at 20 µM; hits with a dose series show IC50 in µM. recombinant PMI enzyme, coupled fluorescence intensity; higher % means a stronger effect
Autophagy HCS: alters autophagy in cells. MEF GFP-LC3 puncta imaging; test concentration mostly 10 µM. calls only at 10 µM (by protocol). actives 0.98% (n = 190,000);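 active = percentage of spot-positive cells more than 3 SD above its plate mean, without a fluorescence outlier flag or 80% toxicity; inconclusive = no clear call, values can overlap the other calls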;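 also: spot-positive cell cutoff set from DMSO-treated cells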
human PMI inhibition: inhibitors of human PMI, primary screen, biochemical, fluorescence intensity, coupled assay (AID 1209); actives 0.42% (n = 190,000); inhibition, % at 20 µM, or IC50 in µM where a hit was titrated; purified PMI enzyme, coupled fluorescence intensity; higher % means a stronger effect;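 also: plate controls were DMSO vehicle for no effect and wells lacking substrate for full effect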
b-catenin transl: modulators of beta-catenin nuclear translocation. nuclear translocation activity, % at 5 µM. HeLa beta-catenin nuclear translocation, immunofluorescence imaging. actives 0.3% (n = 190,000). AID 1665;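 active = nuclear translocation activity above 50% at 5 µM, with a well cell count of 50 or more; inconclusive = wells under 50 cells across six images, flagged as toxic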;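 also: per-cell ratio of nuclear to cytoplasmic median beta-catenin stain intensity; plate controls were DMSO negative control for no effect and GSK-3 inhibitor IX positive control for full effect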
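System: HeLa cells, endogenous beta-catenin; compound dosing: 5 µM primary single dose, 0.1% DMSO, 0.02–20 µM confirmation series; incubation: 24 h compound exposure at 37°C, 5% CO2; signal: beta-catenin immunofluorescence imaging with DAPI; evaluation: % activation, nuclear-to-cytoplasmic median beta-catenin signal ratio per cell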
MT stabilizer: stabilizes microtubules in HeLa cells. HeLa tubulin immunostaining HCS, 24 h; share of cells brighter than vehicle mean+2SD. % tubulin-high responders, % at 10 µM. actives 0.83% (n = 200,000). AID 2205;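 active = plate Z-score above 3 for both tubulin-high and condensed-nucleus cell shares, with cell loss under 80%, at 10 µM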;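 also: anti alpha tubulin signal scored within the nucleus-defined area of each cell; some results filed as inactive read as strong as hits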
Yfh1-off respiration: mitochondrial function rescue without frataxin homolog – Friedreich's ataxia, plus single-dose screen, dose response (AID 1465); actives 0.074% (n = 220,000); S. cerevisiae Yfh1-off respiration, WST-1 reduction, 72 h; higher fold induction means a stronger effect; fold induction at 50 µM, or EC50 in µM where a hit was titrated;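 active = fold induction of absorbance versus untreated yeast above a set limit, then at least 30% activation at any dose in follow-up; inconclusive = repeats straddling the limit, or above it without dose testing; inactive = fold induction below the set limit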;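 also: activators that raise dye reduction in frataxin-depleted yeast; strong numbers were not always called active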
Ins promoter up: MIN6 insulin promoter up-regulation; MIN6 insulin promoter-GFP reporter, high-content imaging; stronger effect = higher value; z-score at 5 µM; actives 0.3% (n = 190,000); AID 1625;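 active = z-score above 3 at 5 µM with at least 500 cells counted in the well; inconclusive = wells under 500 cells, flagged as cytotoxic or low count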
WT yeast gro inh mutant strain: recorded beside WT yeast gro inh, whose call it bears; inhibition, %; mitochondrial fusion phenotypic screen, mutant strain inhibition
Dynein cargo inh cytoplasmic EGFP: also measured in Dynein cargo inh; calls as there; z-score; measured here: cytoplasmic GR-EGFP intensity; stronger effect = higher value
Dynein cargo inh nuclear GR-EGFP: recorded beside Dynein cargo inh, whose call it bears; z-score; measured here: nuclear GR-EGFP intensity;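 lower value marks the stronger effect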
Dynein cargo inh cell count: further read-out of Dynein cargo inh, marked with its call; z-score; measured here: cell count per field
Ins promoter up cell count: further read-out of Ins promoter up, marked with its call; cell count; measured here: cytotoxicity, nuclei count;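 total cells summed across four imaged fields per well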
b-catenin transl cell count 5 µM: further read-out of b-catenin transl, marked with its call; cell count; measured here: cell count, cytotoxicity flag
MT stabilizer Hoechst-high %: also measured in MT stabilizer; calls as there; % Hoechst-high responders; measured here: nuclear condensation Hoechst responders;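 share of cells brighter than vehicle mean plus two SD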
MT stabilizer cytotoxicity %: also measured in MT stabilizer; calls as there; toxicity, %; measured here: cytotoxicity by cell density;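 0% = mean cell density of plate MIN control wells and 100% = no cells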
Autophagy HCS cell loss 18 h: further read-out of Autophagy HCS, marked with its call; toxicity, %; measured here: cell loss, nuclei count;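 cell loss after 18 h compound exposure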
* marks the source's active call; other numbers are inactive results; i = inactive; u = inconclusive; x = not tested or not shown. Rule as the data show it, unless noted: active = inhibition above about 50%; inactive = the rest.

SMILES	Dynein cargo inh	Dynein cargo inh cytoplasmic EGFP	Dynein cargo inh nuclear GR-EGFP	Dynein cargo inh cell count	WT yeast gro inh	WT yeast gro inh mutant strain	PMI inhibition	Autophagy HCS	Autophagy HCS cell loss 18 h	human PMI inhibition	b-catenin transl	b-catenin transl cell count 5 µM	MT stabilizer	MT stabilizer Hoechst-high %	MT stabilizer cytotoxicity %	Yfh1-off respiration	Ins promoter up	Ins promoter up cell count
COC(=O)CSc1nnc(CNS(=O)(=O)c2ccc(Br)cc2)n1C	-0.2	-0.3	0.11	0.3	-8	2	12%	i	14	10%	0.1	1521	2.3	1.0	8.1	i	-0.11	1403
Cc1cc(C(=O)OC(C(=O)Nc2ccc(C)c(Cl)c2)c2ccccc2)c(C)o1 (stereo unspecified)	-0.76	-0.28	-0.1	1.4	29	10	17%	i	3	21%	0.3	1057	3.7	3.7	11	i	0	1546
Cc1nc(NCC2CCCO2)c2nnn(Cc3ccccc3)c2n1 (stereo unspecified)	-0.51	0.83	0.071	-0.24	-12	0	-3%	i	-2	-1%	0.9	917	6.6	3.4	0.6	i	0.24	1011
COc1ccc(C2c3[nH]c4ccccc4c3CCN2C(=O)c2ccc(=O)n(C)n2)c(F)c1 (stereo unspecified)	4.1	-0.22	1.8	-1.6	8	12	8%	i	13	13%	-0.7	1005	4.7	3.2	2.5	i	-1.8	1256
Cc1ccc(CN2CCN(CC(=O)N3CCc4ccccc4C3)C2=O)cc1	-0.27	-0.092	0.24	0.43	-8	-7	-8%	i	1	-4%	-1.1	1189	2.3	1.8	1.1	i	x	x
CC1=C(C(=O)N2CCOCC2)C(c2cc(C)ccc2C)NC(=S)N1 (stereo unspecified)	0.25	-0.16	0.39	-0.44	6	1	-2%	i	-2	-12%	-1.0	1081	4.5	1.3	7.1	i	0.69	1270
Cc1cc(C)n(-c2ccc(C(=O)OCn3nnc4ccccc4c3=O)cc2)n1	-0.31	-0.19	0.33	-0.44	5	10	9%	i	-4	-9%	-7.4	879	3.6	2.3	10	i	0.49	1383
CCCC1CCC(=NNC(=S)NCCc2ccccc2)CC1 (stereo unspecified)	0.41	-0.13	0.31	0.14	67*	40*	-63%	i	8	-66%	2.1	1050	3.0	3.2	6.1	i	-0.39	1338
N#C/C(=C\c1cn[nH]c1-c1ccccc1Br)C(=O)O	1	-0.32	0.09	-0.56	-3	11	1%	i	32	0%	-4.4	1113	2.8	3.0	7.0	i	0.41	1488
CCc1cccc(NS(=O)(=O)c2ccc3c(c2)oc(=O)n3C)c1	-0.3	0.043	-0.049	-0.44	13	10	-5%	i	33	-9%	2.4	1364	2.9	3.0	14	x	-0.61	1562
CCOC(=O)CC1C(=O)NCCN1S(=O)(=O)c1ccc(Cl)c(Cl)c1 (stereo unspecified)	0.27	-0.18	-0.1	0.12	17	26	-10%	i	-3	-9%	-0.3	1338	1.0	1.3	4.0	i	-1.3	1592
COC(=O)c1c(-c2ccc(C)cc2)csc1N	-1.1	-0.23	-0.18	0.78	9	5	32%	i	-6	34%	-2.7	1100	2.9	3.4	12	i	x	x
Cc1ccc(S(=O)(=O)NCCc2ccncc2)cc1C	-0.58	-0.29	-0.25	0.41	0	2	-9%	i	2	-16%	-1.2	1157	1.0	1.8	11	i	x	x
COc1ccc2c(c1)CCc1sc(NC(=O)c3ccc(C)cc3)nc1-2	-0.96	0.15	-0.21	0.11	1	-5	34%	i	-10	19%	-1.8	1348	2.2	2.2	4.7	u	-0.17	1611
Cc1cc(=O)n2c3ccccc3n(CC(O)CN3CCC(C)CC3)c2c1C#N (stereo unspecified)	0.038	-0.19	0.18	0.75	1	12	2%	i	-6	11%	-1.7	1222	6.1	1.9	8.6	i	-0.41	1525
CCOC(=O)n1c(=O)oc2ccccc21	-0.6	-0.21	-0.47	1	7	5	4%	i	-4	9%	x	x	0.8	1.0	16	i	1.4	811
O=C1CCC(C(=O)OC(C(=O)c2c[nH]c3ccccc23)c2ccccc2)=NN1 (stereo unspecified)	0.93	-0.28	0.24	-0.38	20	-1	-2%	i	2	4%	-2.0	996	3.2	1.3	3.0	i	-0.12	1248
CCC1(C)Cc2c(sc3c2c(=O)n(C)c2nnc(SCc4ccccc4)n32)CO1 (stereo unspecified)	-0.32	-0.21	0.15	1	6	81	12%	i	-3	15%	x	x	2.2	1.7	5.4	i	0.15	1340
CCOC(=O)N1CCC(c2nc3ccccc3[nH]2)CC1	-0.44	-0.23	0.011	0.49	11	-32	1%	i	45	-1%	x	x	2.9	2.9	8.0	i	-0.28	793
CCc1nnc(NS(=O)(=O)c2ccc(N/C=C/C(=O)c3ccc(C)cc3)cc2)s1	1.8	-0.27	0.87	-1.2	0	2	-3%	i	2	-13%	-0.4	550	4.3	2.1	2.5	i	-0.19	1294
O=C(COC(=O)CC(c1ccccc1)c1ccccc1)NCc1ccccc1	-0.86	-0.33	-0.6	1	17	15	14%	i	0	14%	x	x	3.7	2.7	3.0	i	0.62	1211
O=C(c1cccc(Cl)c1)N1CCCC(C(=O)N2CCCCCC2)C1 (stereo unspecified)	-0.75	-0.2	-0.056	-0.29	-6	3	-4%	i	-42	-4%	-0.6	1402	3.4	2.1	8.8	i	0.02	1366
CN(C)c1ccc(CN(C(=O)c2ccc(Cl)c([N+](=O)[O-])c2)C2CCS(=O)(=O)C2)cc1 (stereo unspecified)	0.027	-0.082	0.71	-0.06	x	x	x	x	x	x	-0.1	1416	x	x	x	i	-0.53	1059
O=C(/C=C/c1cccs1)NC(=S)Nc1ccc(S(=O)(=O)Nc2ccccc2C(F)(F)F)cc1	0.15	-0.23	-0.048	0.21	x	x	x	x	x	x	-0.5	1332	x	x	x	i	0.2	1320
CCOC(=O)C1=C(C)OC(N)=C(C#N)C1c1cc(Cl)c(OCC(N)=O)c(OC)c1 (stereo unspecified)	-0.55	-0.15	0.013	0.7	-1	-1	10%	i	-5	7%	0.1	1143	1.6	0.9	2.8	i	-0.06	1280
CCCOc1ccc(C(=O)CCC(=O)OCC(=O)Nc2ccc(Oc3ccccc3)cc2)cc1	-1.2	-0.16	-0.71	0.38	4	-6	11%	i	11	10%	-2.6	1121	3.4	1.6	7.0	i	0.13	1531
NS(=O)(=O)c1ccc(NC(=O)COC(=O)c2cc3ccccc3oc2=O)cc1	0.1	-0.031	-0.022	-0.15	x	x	x	x	x	x	2.1	1151	x	x	x	i	0.45	1429
O=C(c1cccs1)N(c1ccc(F)cc1)C1C=CS(=O)(=O)C1 (stereo unspecified)	0.092	-0.029	0.3	0.77	-5	-14	3%	i	15	7%	-2.5	1070	3.2	1.2	10	i	0.44	1621
Cc1cccnc1CCNC(=O)CC1C(=O)NCCN1CC1CCCCC1 (stereo unspecified)	0.027	-0.066	-0.074	-1.7	9	-6	12%	i	-8	-2%	0.4	979	0.9	1.2	1.2	i	x	x
O=C(CSc1nnc2ccc(-c3ccc(F)cc3)nn12)N1CCCC1	0.046	-0.31	-0.1	-0.66	-2	-4	-7%	i	2	-2%	-1.6	1163	1.1	1.7	5.4	i	-0.46	1301
CCOc1ccccc1C1NC(=O)NC(C)=C1C(=O)OC1CCCC1C (stereo unspecified)	-0.56	-0.25	-0.081	0.39	-15	8	7%	i	1	10%	x	x	2.3	1.7	10.0	i	-0.44	1303
COc1ccc(/C=N/NC(=O)c2ccc(Cl)c(S(N)(=O)=O)c2)cc1OCC(N)=O	-0.56	-0.3	-0.3	1.6	x	x	x	x	x	x	-0.9	1019	x	x	x	i	0.32	1406
C/C=C/c1ccc(OCC(O)CN2CCCCCCC2)c(OC)c1 (stereo unspecified)	-0.77	-0.2	-0.46	1.1	-8	-5	3%	i	-4	2%	3.9	1104	3.4	2.2	8.2	i	-0.05	1380
O=S(=O)(c1ccc(F)cc1)N1CCN(CC(O)COCc2cccs2)CC1 (stereo unspecified)	0.79	2	1.6	-0.84	8	15	7%	i	6	3%	-9.0	992	3.7	1.5	4.7	i	-0.53	1264
O=C1CCC(=O)N1c1ccc(S(=O)(=O)N2CCCC2)cc1	-0.41	-0.06	0.34	-0.52	0	-10	-2%	i	15	-4%	-4.5	1081	3.0	2.0	8.1	i	0.06	1592
Cc1nc2ccccc2n1CC(=O)N/N=C\C=C\c1ccccc1	0.5	-0.22	-0.059	0.33	7	-4	-3%	i	2	-3%	x	x	1.4	2.9	11	i	x	x
O=C(/C=C/c1ccc(Cl)c([N+](=O)[O-])c1)Nc1ccc(NC(=O)c2ccco2)cc1	-0.76	-0.24	-0.18	-0.073	9	2	9%	i	-19	5%	2.4	1110	6.6	3.3	7.6	i	0.15	1603
CC(C)NC(=O)C1CCN(C(=O)c2ccc(-c3ccccc3)cc2)CC1	2.1	-0.22	0.62	-0.54	-4	-1	4%	i	1	3%	0.4	1198	2.1	1.6	12	i	0.22	1243
